# Screens: PubChem BioAssay, National Center for Advancing Translational Sciences (NCATS)
# Mito fusion yeast – mitochondrial division inhibition or fusion activation; Potency, µM (series often up to 46.1 µM), for the others: at the top dose growth rescue (activation), usual class: activators; AID 485298; hit rate 0.23% among 320,000; S. cerevisiae fusion-defective mutant growth rescue, CellTiterGlo 48 h;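 also: potency is read from the fitted curve at half-maximal effect; % of control where 0% means no effect; nearly all actives have a fitted effect of over 45% in size; temperature-sensitive fusion mutants such as fzo1-1 at 37 °C on non-fermentable ethanol glycerol medium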
#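 Yeast fusion mutant, YPEG (non-fermentable carbon), compound, 48 h at 37C non-permissive; CellTiterGlo added, 10 min RT, luminescence read. Rescued growth = division inhibition.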
# TCR activator – activators of T cell receptors; primary human leukocytes, anti-CD3, IL-2 HTRF, 48 h; Potency, µM (top dose mostly 9.22 µM), inactives show at the highest dose activation of IL-2 secretion, hits mostly activators; 330,000 tested, under 10 active; AID 504894; also: % of control where 0% means no effect
#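 48 hr co-incubation of compounds, a-CD3 beads and primary human leukocytes; IL-2 quantified homogeneously by HTRF with anti-IL-2 K and d2 conjugates.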
# AT treatment – potential ataxia-telangiectasia treatments restoring KAP-1 phosphorylation | […] A-T fibroblasts, KAP-1 phosphorylation AlphaLISA; neocarzinostatin DNA damage 30 min before lysis | Potency, µM (titrated, usually from 57.5 µM), for inactives: at the highest dose activation, most hits filed as activators | hit rate 0.19% among 320,000; also: potency is read from the fitted curve at half-maximal effect; % of control where 0% means no effect; nearly all actives have a fitted effect of over 45% in size
#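 ATM-like activity read as KAP-1 phosphorylation via AlphaLISA donor/acceptor antibody pairs after lysis and 6 hr at 25C. Cells were ATM-null patient fibroblasts ([…], hTERT), dosed 60 min, then exposed to the DSB inducer NCS for 30 min.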
# MBNL1 CUG block – inhibitors of human MBNL1 binding to CUG repeat RNA. Q9NR56. TR-FRET MBNL1-His/biotin-(CUG)12 binding, 665/545 ratio. Potency, µM (top dose mostly 57.5 µM), for inactives: at the highest dose activity change, negative = inhibition, most hits filed as inhibitors. hit rate 0.036% among 280,000; active = well fitted inhibition curve with a large enough effect in the signal ratio, with a control signal flat, not every such curve was filed as active; inconclusive = small, poorly fitted or top-dose-only effect, or effect the other way, or a change in a side signal; inactive = no such curve, though single readings can be large or run the other way; the % refers to the signal ratio; also: potency is read from the fitted curve at half-maximal effect; % is scaled to controls: 0 for no effect and ±100 for the full control effect
#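 Ratiometric TR-FRET (665 over 545 nm, excitation 340 nm) tracks disruption of MBNL1-His/biotin-(CUG)12 complex after 60 min at room temperature, with compounds at 92 nM to 58 uM final.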
# Integrin act MD – integrin-mediated muscular dystrophy alleviation activation; alpha7betagal myoblasts, beta-gal FDG fluorescence, 48 h; Potency, µM (titrated, usually from 38.3 µM), for inactives: at the highest dose activation, actives largely listed as activators; hit rate 0.064% among 350,000; AID 624291;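 also: potency is read from the fitted curve at half-maximal effect; 100% = response of the positive control SU9516; nearly all actives have a fitted effect of over 60% in size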
#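 Alpha7betagal+/- myoblasts (passage 13) were plated 16-24 hr, then exposed to compounds (1:260 dilution of DMSO stock) for 48 hours at 37C. After MPER lysis, β-galactosidase reporter activity was read as FDG fluorescence (ex 480/em 540) after 30 minutes.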
# TSG101-PTAP inh – blocks PTAP/TSG101 interaction to inhibit HIV-1 budding. Fluorescence polarization, FITC-PTAP peptide / Tsg101 binding. 340,000 tested, under 10 active. Potency, µM (top dose mostly 115 µM), without a hit: at the highest dose activity change, negative = inhibition, hits mostly inhibitors; active = well fitted inhibition curve with a large enough effect in the main read-out, with a control signal flat, not every such curve was filed as active; inconclusive = small, poorly fitted or top-dose-only effect, or effect the other way, or a change in a side signal; inactive = no such curve, though single readings can be large or run the other way; also: potency is read from the fitted curve at half-maximal effect; % of control where 0% means no effect
#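 Fluorescence anisotropy tracks displacement of a FITC-tagged PTAP peptide (50 nM) from the Tsg101 binding domain (10 uM), following a 20 min room-temperature incubation at pH 7.5.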
# S-ASM inh – blocks human secretory acid sphingomyelinase | hit rate 0.006% among 340,000 | placental ASM, HMU-PC fluorogenic substrate, 60 min | Potency, µM (doses to about 57.5 µM), inactives show at the highest dose activity change, negative = inhibition, actives largely listed as inhibitors; also: potency is read from the fitted curve at half-maximal effect
#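 HMU-PC0 cleavage (9 uM final) by human placental ASM, 60 min at 37 °C following 10 min compound exposure at RT; stopped at pH 10, fluorescence Ex 386/Em 447 nm.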
# CXXC DNA block – blocks binding of human MLL CXXC domain to DNA | Q03164 | MLL-CXXC / FITC-HOXA9 DNA fluorescence polarization | Potency, µM (highest dose often 115 µM), for inactives: at the top dose activity change, negative = inhibition, actives largely listed as inhibitors | hit rate 0.037% among 290,000 | AID 2662; active = well fitted inhibition curve with a large enough effect in the polarisation, with a control signal flat, not every such curve was filed as active; inconclusive = small, poorly fitted or top-dose-only effect, or effect the other way, or a change in a side signal; inactive = no such curve, though single readings can be large or run the other way; the % refers to the polarisation; also: potency is read from the fitted curve at half-maximal effect
#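 Purified MLL-CXXC (added from a 7 uM solution) was preincubated 5 min at ambient with pinned compounds in 50 mM Tris-HCl pH 7.5, 50 mM NaCl, 1 mM DTT, 0.05% BSA. Fluorescein-labeled HOX-A9 DNA (50 nM solution) followed, 30 min, then polarization read.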
# Menin-MLL TR inh – displaces Texas Red mutant MLL peptide from human menin | O00255 | Menin + Texas Red MLL mutant peptide, fluorescence polarization | Potency, µM (doses to about 61.6 µM), for inactives: at the top dose FP activity change, negative = inhibition, hits mostly inhibitors | hit rate 0.23% among 270,000; active = well fitted inhibition curve with a large enough effect in the polarisation, with a control signal flat, not every such curve was filed as active; inconclusive = small, poorly fitted or top-dose-only effect, or effect the other way, or a change in a side signal; inactive = no such curve, though single readings can be large or run the other way; the % refers to the polarisation; also: potency is read from the fitted curve at half-maximal effect; % of control where 0% means no effect; many of its hits are not listed in these tables
# TSHR antagonist – blocks TSH signaling through the human TSH receptor; activity change, negative = inhibition, % at 11.5 µM; AID 504810; hit rate 0.2% among 330,000; TSHR-expressing cells, TSH-stimulated cAMP HTRF, 2 h; active compounds read low; P16473;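 active = activity change below a set negative limit, meaning inhibition stronger than a set level, cut at about -70% in these data; inconclusive = activity change between two set negative limits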; also: % is scaled to controls: 0 for no effect and ±100 for the full control effect
# Target sequence (P16473 whole entry, looked up): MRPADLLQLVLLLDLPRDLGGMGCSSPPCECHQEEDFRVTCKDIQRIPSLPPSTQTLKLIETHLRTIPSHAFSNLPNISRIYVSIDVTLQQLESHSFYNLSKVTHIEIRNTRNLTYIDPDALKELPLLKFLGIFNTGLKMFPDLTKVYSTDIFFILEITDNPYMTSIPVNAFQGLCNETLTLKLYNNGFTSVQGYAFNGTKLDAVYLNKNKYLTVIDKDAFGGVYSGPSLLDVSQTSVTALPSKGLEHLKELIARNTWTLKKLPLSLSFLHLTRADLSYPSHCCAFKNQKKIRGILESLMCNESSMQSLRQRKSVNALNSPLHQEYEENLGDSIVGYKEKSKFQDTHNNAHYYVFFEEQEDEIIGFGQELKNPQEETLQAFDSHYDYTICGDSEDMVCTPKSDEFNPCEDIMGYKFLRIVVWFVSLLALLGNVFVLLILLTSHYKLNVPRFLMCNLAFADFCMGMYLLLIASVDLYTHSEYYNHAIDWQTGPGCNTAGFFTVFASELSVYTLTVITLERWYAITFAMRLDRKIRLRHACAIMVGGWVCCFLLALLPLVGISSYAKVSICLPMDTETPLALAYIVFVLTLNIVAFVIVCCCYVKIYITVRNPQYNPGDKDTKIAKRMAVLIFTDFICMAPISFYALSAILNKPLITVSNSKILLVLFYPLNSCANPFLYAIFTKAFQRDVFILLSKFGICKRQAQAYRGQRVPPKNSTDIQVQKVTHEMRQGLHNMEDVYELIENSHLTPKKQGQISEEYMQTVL
#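 Cell-based HTRF cAMP assay; TSHR cells + compound, TSH EC80 (4nM final), 2 h, 37 deg C. Lysis with anti-cAMP cryptate and cAMP-d2, 30 min RT, read 665/620 nm.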
# Active calls of the source: *; u = inconclusive; x = not tested or not shown; [ ] = dose if it differs, or a comment. Unless noted, calls follow the shape of the dose curve; as a rule, active = well fitted curve in the direction sought with a large enough effect; inconclusive = small, poorly fitted or top-dose-only effect, or another doubt; inactive = no such curve, though single readings can be large; an effect the other way counts as inactive or inconclusive.
SMILES,Mito fusion yeast,TCR activator,AT treatment,MBNL1 CUG block,Integrin act MD,TSG101-PTAP inh,S-ASM inh,CXXC DNA block,Menin-MLL TR inh,TSHR antagonist
CN(C)c1ccc(C=Nc2ccccc2C(N)=O)cc1,-2%,6%,-1%,-7%,-16%,-5%,41%[activator],5%,3%,-3
CCc1nn(CC(=O)NCCCN2CCOCC2)c(=O)c2cc3c(OC)cccc3n12,x,5%,x,x,-4%,1%,8%,x,x,x
COc1ccc(C(O)C(CC(=O)NCCCOC(C)C)C(=O)NCCCOC(C)C)cc1OC (centres undefined),-1%,4%[46.1 µM],4%,-15%,-21%,0%,1%,6%,1%,19
COCCCn1c(=O)c2sccc2n2c(CCCC(=O)NCc3ccc(OC)cc3)nnc12,-1%,5%,0%,-12%,-9%,-2%,0%,6%,-3%,-7
NC(=O)C1CCCN(Cc2c(C(=O)N3CCc4ccccc4C3)nc3ccc(Cl)cn23)C1 (centres undefined),2%,-1%,-17%,7%,20%,-5%,5%,0%,7%,-12
Cc1cc(=O)n2c(n1)OC(CO)C2 (centres undefined),u,4%,3%,-14%,9%,0%,9%,-1%,9%,-16
CCC(CC)COC(=O)C1=C(C)NC(=O)NC1c1ccccc1Br (centres undefined),3%,x,-3%,5%,-30%,1%,-5%,-16%,u,-16
CC(C)CCn1c(=O)c2ccccc2n2c(CCC(=O)NCC3CCCO3)nnc12 (centres undefined),0%,-7%,-8%,-1%,21%,-4%,-3%,4%,x,-11
Cc1cc(=O)oc2cc(OCC(=O)Nc3nnc(C4CC4)s3)ccc12,-5%,-5%,-7%,-11%,-2%,0%,35%[activator],-7%,x,-6
N#Cc1ccsc1NC(=O)c1cccc([N+](=O)[O-])c1,-13%,3%,11%,14%,9%,-5%,16%,6%,u,-2
Cc1ccc(NC(=O)CSc2ncn(-c3ccccc3)n2)cc1C,5%,6%[46.1 µM],1%,-7%,33%[7.66 µM],-3%,-4%,-4%,10%,-6
CC(=O)c1ccc(NC(=O)C(Cc2ccccc2)NC(=O)c2ccco2)cc1 (centres undefined),-2%,4%,0%,2%,-11%,-7%,1%,1%,2%,-5
CCOCCCn1c(=S)[nH]c2cc(C(=O)N3CCN(c4ccccc4)CC3)ccc2c1=O,-2%,1%,2%,0%,-12%,-6%,-4%,-7%,0%,-26
COc1ccc(-c2csc(NC(=O)CSc3ncn[nH]3)n2)cc1OC,14%,x,-4%,-4%,-11%,1%,4%,-7%,24%,19
CCOC(=O)N1CCN(C(=O)/C(=C/c2ccc(OC)c(OC)c2)NC(=O)c2ccccc2)CC1,-4%,-1%,4%[11.5 µM],3%,7%,0%,3%,-5%,-5%,3
CN(Cc1c(F)cccc1Cl)C(=O)c1ccc(NC(=O)CC2SC(N3CCCC3)=NC2=O)cc1 (centres undefined),-1%,-151%,-3%,x,-19%,-5%,0%,x,x,1
CN(c1ccc(O)cc1)c1nc(-c2cccs2)cs1,18%,14%,2%,-2%,6%,-1%,-2%,-6%,u,-15
Cc1[nH]nc(N2CCCCC2)c1[N+](=O)[O-],-5%,-2%,x,5%,14%,-3%,-1%,-4%,28%,x
CC[C@]12c3[nH]c4ccc(OC)cc4c3CCN1C(=O)C(CC(=O)NC/C=C(\C)CCC=C(C)C)C[C@@H]2C(=O)N1CCN(C(=O)c2ccco2)CC1 (some centres undefined),x,-5%[46.1 µM],8%,x,-9%,-7%,-11%,x,x,6
Cc1ccc(C)c(N2CC(C(=O)Nc3cc(C)on3)CC2=O)c1 (centres undefined),-9%,0%,0%,-3%,-2%,-4%,3%,26%,-10%,-2

# 3 of the compounds above, field by field.
CCOCCCn1c(=S)[nH]c2cc(C(=O)N3CCN(c4ccccc4)CC3)ccc2c1=O
  Mito fusion yeast = -2%
  TCR activator = 1%
  AT treatment = 2%
  MBNL1 CUG block = 0%
  Integrin act MD = -12%
  TSG101-PTAP inh = -6%
  S-ASM inh = -4%
  CXXC DNA block = -7%
  Menin-MLL TR inh = 0%
  TSHR antagonist = -26

COc1ccc(-c2csc(NC(=O)CSc3ncn[nH]3)n2)cc1OC
  Mito fusion yeast = 14%
  TCR activator = x
  AT treatment = -4%
  MBNL1 CUG block = -4%
  Integrin act MD = -11%
  TSG101-PTAP inh = 1%
  S-ASM inh = 4%
  CXXC DNA block = -7%
  Menin-MLL TR inh = 24%
  TSHR antagonist = 19

CCOC(=O)N1CCN(C(=O)/C(=C/c2ccc(OC)c(OC)c2)NC(=O)c2ccccc2)CC1
  Mito fusion yeast = -4%
  TCR activator = -1%
  AT treatment = 4%[11.5 µM]
  MBNL1 CUG block = 3%
  Integrin act MD = 7%
  TSG101-PTAP inh = 0%
  S-ASM inh = 3%
  CXXC DNA block = -5%
  Menin-MLL TR inh = -5%
  TSHR antagonist = 3

# (listing goes on)
SMILES,Mito fusion yeast,TCR activator,AT treatment,MBNL1 CUG block,Integrin act MD,TSG101-PTAP inh,S-ASM inh,CXXC DNA block,Menin-MLL TR inh,TSHR antagonist
O=C(OCn1nnc2ccccc2c1=O)c1cccnc1,0%,0%,-2%,-5%,11%,-8%,3%,6%,-12%,7
CN(CC(=O)NCc1ccccn1)S(=O)(=O)c1cc(Cl)ccc1Cl,4%,1%,6%,x,23%,-3%,0%,x,x,-3
CC(=O)c1c(C)[nH]c(C(=O)OCC(=O)N(Cc2ccccc2)C(C)(C)C)c1C,12%,2%,9%,x,u,-3%,-3%,x,x,-4
O=C(Nc1ccc(N2CCOCC2)c(Cl)c1)c1cccnc1,-2%,-6%,-9%,8%,11%,-2%,0%,-1%,44%[activator],-8
c1ccc(-c2ccc(-n3ccnc3)cc2)cc1,0%,-5%,7%,-5%,23%,-4%,3%,-8%,u,-15
O=C(CCc1ccccc1)c1nnc(-c2ccccc2)o1,18%,4%,-1%,5%,10µM*,-1%,-3%,8%,-6%,-4
Cc1ccc(NC(=S)c2nc3ccccc3s2)cc1,-9%,3%,1%,0%,3%,-2%,-15%,-7%,u,-41
CCOc1ccc2c(c1)-c1c(ssc1=S)C(C)(C)N2C(=O)CSC1=NCCS1,u,-4%[46.1 µM],-16%,15%,-22%,-2%,-11%,-6%,-10%,-32
COC(=O)C(N)Cc1ccc(O)c(O)c1 (centres undefined),-3%,3%,-8%,3%,-41%,-1%,15%,7%,x,10
O=C(NN=C1CCCCCCC1)C(=O)NC1CCCCC1,-3%,-9%,5%,-6%,7%,-3%,2%,-3%,-9%,2
c1ccc(-c2nc(-c3ccncc3)n[nH]2)nc1,-3%,0%,1%,-1%,-12%,0%,1%,-19%,x,12
c1ccc(-c2cc3nccc(-c4ccccn4)n3n2)cc1,7%,0%[46.1 µM],-3%,u,-11%,-1%,5%,0%,25%,2
O=C(COc1ccc(S(=O)(=O)Nc2ccc(Cl)cc2)cc1)N1CCOCC1,-2%,1%,8%,1%,36%,x,0%,-5%,x,-4
COc1ccc(OC)c(N(C(=O)c2ccco2)C(C(=O)NC2CCCC2)c2cc(OC)c(OC)c(OC)c2)c1 (centres undefined),-3%,2%,1%,1%,23%,-4%,-3%,-3%,0%,7
CCN(CC(=O)NC1CCS(=O)(=O)C1)C(=O)c1ccc(OC)c([N+](=O)[O-])c1 (centres undefined),0%,10%,2%,x,1%,-1%,0%,x,x,-1
COc1cc2c(C#CCO)c(-c3ccc(C#N)cc3)oc(=O)c2cc1OC,x,4%,-5%,x,14%,0%,479%,x,x,-9
Cc1ccccc1C(=O)N1CCN(c2ccccn2)CC1,6%,7%[46.1 µM],x,u,-10%,-4%,1%,4%,-11%,17
COc1ccc(Cn2nnc(C(=O)Nc3ccc(F)cc3)c2N)cc1,4%,-8%,3%,-7%,-27%,0%,0%,2%,2%,-13
COc1cccc(NC(=O)c2ccc3c(c2)CCN3S(C)(=O)=O)c1,1%,-4%,11%,-3%,8%,-1%,-3%,-18%,-1%,-17
NC(=S)Nc1ccc2cn[nH]c2c1,19%,9%,3%,x,u,-2%,111%,5%,5%,2
COCOc1ccc(-c2oc3c(C/C=C(\C)CCC=C(C)C)ccc(O)c3c(=O)c2OCOC)c(OCOC)c1,x,-6%,x,x,22%,1%,-2%,x,x,x
CC(C)(C)C(=O)CSc1nc(N)cc(=O)[nH]1,u,-2%,0%,7%,23%,-5%,2%,6%,0%,1
CCCCCC(=O)Nc1cc2[nH]c(=O)cc(COC)c2cc1C,-1%,-2%,4%,1%,-2%,-7%,-1%,8%,-14%,38

# Not all compounds are listed. The share of hits here may be higher or lower than overall.
